FLuc act counter = FLuc activators, initial screening, artefact control for FLuc-dependent activation tests, biochemical, ATPlite luminescence; activation factor at 10 µM; Luciferin 4-monooxygenase (Photinus pyralis), P08659; AID 1027, 2008; 200,000 tested, under 10 active; ATPlite luciferase biochemical, 10 min; 0 = ATP-free wells, 1 = DMSO control;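 active means luciferase activation factor, scaled between plate controls, of at least 2 with compound at 10 µM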
Target sequence (P08659 whole entry, looked up): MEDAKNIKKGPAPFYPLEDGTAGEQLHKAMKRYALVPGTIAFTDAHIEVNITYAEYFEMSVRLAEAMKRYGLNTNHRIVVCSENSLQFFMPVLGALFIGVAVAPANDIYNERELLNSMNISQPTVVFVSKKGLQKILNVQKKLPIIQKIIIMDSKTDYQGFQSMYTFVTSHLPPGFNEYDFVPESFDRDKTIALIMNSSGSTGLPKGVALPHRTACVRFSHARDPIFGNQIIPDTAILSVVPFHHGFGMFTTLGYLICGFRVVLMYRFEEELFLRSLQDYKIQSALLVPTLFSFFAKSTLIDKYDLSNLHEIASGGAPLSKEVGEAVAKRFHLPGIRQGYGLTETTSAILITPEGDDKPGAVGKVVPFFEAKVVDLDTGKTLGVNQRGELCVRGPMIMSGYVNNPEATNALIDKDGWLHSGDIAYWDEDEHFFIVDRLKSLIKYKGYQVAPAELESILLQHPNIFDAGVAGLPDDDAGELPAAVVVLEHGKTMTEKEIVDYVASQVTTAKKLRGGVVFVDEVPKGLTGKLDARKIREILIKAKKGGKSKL
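Material: luciferase plus luciferin reagent, cell-free. Medium: PBS buffer for ATP. Also added: ATP substrate, dispensed from a 10.24 µM working solution in PBS. Doses: test compounds dosed from 2 mM stocks in 100% DMSO. Incubation: 10 min post-reagent at room temperature. Technique: light output (luminescence). Read-out basis: luminescence gain marking luciferase activators.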
APP 5UTR inh = inhibitors of APP translation via 5'UTR reporter, primary screen, APP 5'UTR luciferase, SH-SY5Y cells | SH-SY5Y APP 5'UTR-luciferase reporter, luminescence | inhibition, % at 2 µM | 0.82% of 190,000 active | AID 1285, 2008;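 active means inhibition above a set limit, derived from the sample mean plus 3 SD, cut at about 45% in these data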; further: values of inactives mirror those of a sister screen read the other way
Efa HMGR inh = inhibitors of E. faecalis class II HMGR, primary screen, biochemical, Enterococcus faecalis; HMG-CoA reductase (Enterococcus faecalis, mvaE); purified E. faecalis HMGR, NADPH absorbance 340 nm kinetic; inhibition, % at 10 µM; 0.41% of 190,000 active;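 active means inhibition above a set limit, the median over all tested compounds plus 3 SD, cut at about 9.5% in these data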;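 further: enzyme runs in reverse so mevalonate oxidation gives rising NADPH absorbance; 0% = complete reaction with DMSO and 100% = background rate lacking mevalonate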
Hsp70 act = Hsp70 transcriptional activators, primary screen, cell-based, HeLa, Hsp70 promoter luciferase, luminescence, 10 µM; HeLa Hsp70 promoter luciferase reporter; scaled: vehicle 0, proteasome-inhibitor control 100%; activation, % at 10 µM; 0.04% of 200,000 active;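 active means activation above the mean across all tested compounds plus 3 SD, cutoff set per campaign, cut at about 5.5% in these data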;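 further: 100% = MG132 at 30 µM as the positive control and 0% = DMSO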
G6PDH counter = L. mesenteroides G6PDH inhibitors, counter-screen for G6PDH-coupled screening assays, biochemical, Leuconostoc mesenteroides enzyme; inhibition, % at 5 µM; AID 1020, 2008; glucose-6-phosphate dehydrogenase [Leuconostoc mesenteroides]; 0.12% of 200,000 active; Purified L. mesenteroides G6PDH, diaphorase/resazurin coupled fluorescence, 45 min; in the data active means inhibition above about 50%
FLuc inh counter = firefly luciferase enzyme inhibitors, primary screen, artefact control for luciferase-based inhibitor screens, biochemical, luminescence, ATPLite. Luciferin 4-monooxygenase (Photinus pyralis), P08659. 10 min. inhibition, % at 10 µM. 1.5% of 200,000 active;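 active means inhibition above about 50% when tested at 10 µM, limit read from the data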
STAT1 activator = STAT1 signaling activators, primary screen, cell-based, HTS, luciferase reporter; 2.6% of 200,000 active; activation (% of control), % at 5.5 µM; NIH 3T3 STAT1-luciferase reporter, IFN-gamma, luminescence; 100% = IFN-gamma alone, no compound; AID 932, 2007;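 active means activation above the screen-wide mean activation plus 3 SD, cut at about 130% in these data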;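 further: raw ratio to IFN-gamma control signal so 100% means no change and 0% no light; values of inactives mirror those of a sister screen read the other way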
APP 5'UTR act = activators of APP 5'UTR luciferase reporter, primary screen, SH-SY5Y cells; SH-SY5Y APP 5'UTR luciferase reporter, luminescence; zero percent = DMSO vehicle wells; activation, % at 2 µM; 1% of 190,000 active;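 active means activation above a set limit, based on mean plus 3 SD of controls, cut at about 140% in these data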; further: values of inactives mirror those of a sister screen read the other way
Redox H2O2 prof = compounds producing H2O2 with reducing agent – biochemical, NIH compound library profiling, artefact control for MLSCN library redox annotation, primary screen; 0.03% of 200,000 active; DTT-dependent redox cycling H2O2, phenol red/HRP absorbance; 100% = 100 µM peroxide control, 0% = buffer; activation, % at 10 µM;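 active means activation of at least 50% relative to the plate's high and low controls in the primary single-dose screen; inactive means activation below 50%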;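 further: compound incubated with DTT at 0.8 mM final as the reducing agent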
NF-kB neuron act = activators of NF-kB expression in neurons, primary screen, cell-based, HTS; human neuronal cells, NF-kB reporter expression; hits give high values; 1.6% of 190,000 active; fold change at 12.5 µM; in the data active means fold change above about 3.3
An asterisk follows results filed as active; / = no result given. Not a hit list (roughly 5.3% active in at least one column).

mol	Efa HMGR inh	G6PDH counter	Hsp70 act	FLuc act counter	NF-kB neuron act	Redox H2O2 prof	APP 5'UTR act	FLuc inh counter	APP 5UTR inh	STAT1 activator
Cc1ccc(C)c(NC(=O)c2sc(Cl)nc2C)c1	-3	7	-0.5	1	0.89	-0.2	-16	-3	16	103
Brc1ccc2nc(N3CCN(c4ccccc4)CC3)sc2c1	-3	-1	-0.5	0.9	2	1.1	132	8	-132	129*
O=c1c2ccccc2[nH]c(=S)n1CCCN1CCOCC1	-5	-2	0.0	1.1	1.5	0.2	/	-5	/	101
COCCN(C(=S)Nc1c(C)cc(C)cc1C)C(C)c1cccnc1 (stereo unspecified)	0	14	-0.3	1	1	0.1	10	-2	-10	93
COc1ccc(CNCC(O)(c2ccccc2)c2ccccc2)cc1OC	1	7	-0.1	1.1	0.9	-2.4	1	-5	-1	82
CCOc1cc2[nH]c(=S)n(CCOC)c(=O)c2cc1OCC	-1	-8	-0.3	1	0.94	-0.5	19	3	-19	96
CC(C)NC(=O)NS(=O)(=O)c1cnccc1NC1CC2CCC1C2 (stereo unspecified)	-3	12	-0.1	1	1.3	0.2	-3	3	3	102
O=C(CNc1ccc2c(c1)OCO2)N/N=C\c1cn(Cc2ccccc2)c2ccccc12	5	8	-0.1	1	0.94	0.4	-19	-4	19	108
CCN(CC)C(=O)Nc1ccc(Br)cc1	3	2	-0.2	1	0.98	-3.3	33	0	-33	106
CC(=O)c1ccc(Nc2cnn(C34CC5CC(CC(CC(=O)O)(C5)C3)C4)c(=O)c2Cl)cc1	-3	3	-0.1	1.1	1.5	0.7	0	-7	0	101
COC(=O)Nc1sc2c(c1C(N)=O)CCCCCC2	-8	-5	-0.3	1.1	1.4	-0.5	7	-5	-7	95
CCOc1ccc(Cn2nnc(C(=O)NCc3ccccc3)c2N)cc1	-4	4	0.0	1.1	0.93	-1.3	-15	-8	15	82
CCCc1cc(-c2n[nH]c(=S)n2CC(C)C)cs1	-2	6	-0.1	1.1	1	-0.1	-18	-6	18	100
CN(C)C(=O)CSC1c2ccccc2C(=O)N1c1ccccc1 (stereo unspecified)	1	-1	-0.2	1.1	1.2	1.5	12	-6	-12	102
Cc1c(Cl)cccc1NC(=O)CCC(=O)NNC(=O)CCC(=O)O	-2	6	-0.1	1.1	1.1	-0.4	5	-8	-5	105
CC1(c2cccs2)CC(c2cccs2)=C(C#N)C(=O)N1 (stereo unspecified)	-5	6	-0.4	1	0.96	3.5	-7	-5	7	98
COc1ccc(C(=O)/C=C/Nc2ccc([N+](=O)[O-])cc2)cc1	-1	-1	-0.3	0.9	1.2	1.2	29	6	-29	132*
Cc1ccc(NC(=O)CC2NCCNC2=O)cc1Cl (stereo unspecified)	-3	18	-0.2	1	1.1	-0.4	11	-2	-11	100
CN(C)CCNc1c2c(nc3nnnn13)CCCC2	5	2	0.3	1	1	-0.6	-5	0	5	108
CCN(CC)C(=O)CSc1nc2ccccc2c(=O)n1CC	-6	3	-0.3	1.1	1	-1.4	4	-10	-4	92
Cc1ccccc1OCC(=O)Nc1ccc2c(c1)C(=O)c1ccccc1C2=O	-8	-9	-0.2	1	1.2	0.5	/	-2	/	104
COC(=O)CSc1nnc(-c2ccoc2C)n1-c1ccc(OC)cc1	-1	-2	-0.2	1.1	1.1	1.5	-8	-8	8	103
O=C(Cc1nc2ccccc2[nH]1)NCc1ccco1	-11	8	-0.1	1.1	1.4	-0.8	4	-8	-4	100
Brc1ccc(N=Cc2ccccn2)cc1	-1	0	-0.5	1	1	0.7	11	0	-11	96
CCN(CC)C(=O)C1CCCN(Cc2ccc(OC)c(C)c2)C1 (stereo unspecified)	2	1	-0.3	1	1.2	-0.8	-16	-4	16	102

Continued.
mol	Efa HMGR inh	G6PDH counter	Hsp70 act	FLuc act counter	NF-kB neuron act	Redox H2O2 prof	APP 5'UTR act	FLuc inh counter	APP 5UTR inh	STAT1 activator
NS(=O)(=O)c1ccc(N/C=C\C(=O)c2ccc3ccccc3c2)cc1	-5	9	-0.3	1.1	1.1	0.6	16	-8	-16	114
Cc1ccsc1/C=C/c1ccc2ccccc2n1	-2	9	0.1	0.6	5*	1.5	177*	39	-177	86
COc1ccc(N=C2S/C(=C\c3ccc(C)o3)C(=O)N2CC(C)C)cc1	-4	1	-0.4	1	1.1	-0.2	-89	-1	89*	92
COc1ccc(C2C3=C(N=C4SCC(=O)N42)c2ccccc2CC3)cc1OC (stereo unspecified)	-1	25	-0.3	1.1	1.1	2.0	13	-9	-13	95
CCOC(=O)C1=C(CN2CCCCCC2)NC(=O)NC1c1cccc([N+](=O)[O-])c1 (stereo unspecified)	-8	12	-0.4	1	1.1	-10	-6	0	6	97
O=C(C1CCCO1)N1CCN(C(c2ccccc2)c2ccccc2)CC1 (stereo unspecified)	-4	10	0.5	1.1	0.98	-2.6	17	-8	-17	107
CCn1cc(C(=O)NC2CCCCCC2)c2cc(OC)c(OC)cc2c1=O	-1	-6	0.0	1.1	0.64	-2.4	-7	-7	7	108
CNC(=O)c1ccccc1NC(=O)c1cccc(S(=O)(=O)N2CCCCC2)c1	-2	7	0.4	1	0.95	-3.1	-5	-4	5	120
CCn1c(SCC(=O)N2CCN(c3ccccc3)CC2)nnc1-c1cc2cc(Cl)ccc2o1	1	-69	-0.1	1	1.1	2.8	0	-4	0	101
COc1ccc(/C=C/C(=O)NC(=S)N2CCN(c3ccccn3)CC2)cc1OC	1	7	0.1	1	1.1	-0.1	-2	5	2	102
O=C(N1CCN(c2ccccc2F)CC1)C1(c2cccs2)CCOCC1	-1	-7	0.3	1.1	1.1	-0.2	6	-6	-6	112
C(=N\Nc1nc(N2CCOCC2)nc(N2CCOCC2)n1)/c1ccco1	-4	4	-0.3	1.1	1.1	5.6	27	-6	-27	99
COc1cc(NC(=S)NC2CC(C)(C)NC(C)(C)C2)cc(OC)c1	0	6	-0.2	1.1	0.94	-1.3	0	-8	0	102
COC(=O)c1cn(C(=O)c2ccccc2Cl)c2ccccc12	2	4	-0.1	1.1	0.8	-0.5	10	-7	-10	97
COC(=O)C1SCC2C(=O)N(Cc3ccc(Cl)cc3)CC(=O)N21 (stereo unspecified)	-4	6	-0.2	1.1	1.4	-1.3	10	-6	-10	96
CCN(CC)c1ccc(/C=N/Nc2nc(C)cc(=O)[nH]2)cc1	1	5	-0.3	0.7	1.4	2.5	/	27	/	101
O=C(COc1ccc(-c2ccccc2)cc1)N/N=C/c1ccccc1Br	-1	8	-0.3	1	1.4	-8.2	5	1	-5	105
C=CCn1c(SCC(=O)NCc2ccco2)nc2sc(C)c(C)c2c1=O	-1	/	0.1	/	1.1	1.5	7	/	-7	96
CCCn1cc(SCC(=O)NCc2ccco2)c2ccccc21	-5	-10	-0.1	1	0.96	2.3	23	-3	-23	102
Cc1cc(C)cc(OCC(=O)NN2Cc3ccccc3C2=N)c1	-1	9	0.1	1	1.1	0.4	-11	0	11	106
COC(=O)c1ccc(NC(=O)CN2C(=O)CCC2=O)cc1	-1	12	-0.4	1	1.3	0.5	15	-1	-15	106
CCC(=O)N(CCC1(C(C)C)CCOC(C)(C)C1)Cc1ccco1 (stereo unspecified)	-7	-8	-0.2	1.1	1	2.1	9	-8	-9	99
O=C(COC(=O)Cc1ccccc1[N+](=O)[O-])NCC1CCCCC1	-2	6	-0.2	1	1	-1.4	10	-5	-10	94
COc1ccccc1NC(=O)N1CCC(C(=O)c2ccc(F)cc2)CC1	-2	2	0.2	1	1.1	2.7	2	-4	-2	104
O=C(Nc1ccc(-c2cn3ccccc3n2)cc1)c1ccc(Cl)cc1	-5	7	-0.3	1	1.5	-6.1	14	0	-14	105

An excerpt from above in order of length of the SMILES, rising:
mol	Efa HMGR inh	G6PDH counter	Hsp70 act	FLuc act counter	NF-kB neuron act	Redox H2O2 prof	APP 5'UTR act	FLuc inh counter	APP 5UTR inh	STAT1 activator
Cc1ccsc1/C=C/c1ccc2ccccc2n1	-2	9	0.1	0.6	5*	1.5	177*	39	-177	86
CCCn1cc(SCC(=O)NCc2ccco2)c2ccccc21	-5	-10	-0.1	1	0.96	2.3	23	-3	-23	102
COC(=O)c1ccc(NC(=O)CN2C(=O)CCC2=O)cc1	-1	12	-0.4	1	1.3	0.5	15	-1	-15	106
CCN(CC)c1ccc(/C=N/Nc2nc(C)cc(=O)[nH]2)cc1	1	5	-0.3	0.7	1.4	2.5	/	27	/	101
COc1ccccc1NC(=O)N1CCC(C(=O)c2ccc(F)cc2)CC1	-2	2	0.2	1	1.1	2.7	2	-4	-2	104
O=C(COC(=O)Cc1ccccc1[N+](=O)[O-])NCC1CCCCC1	-2	6	-0.2	1	1	-1.4	10	-5	-10	94
NS(=O)(=O)c1ccc(N/C=C\C(=O)c2ccc3ccccc3c2)cc1	-5	9	-0.3	1.1	1.1	0.6	16	-8	-16	114
COc1ccc(N=C2S/C(=C\c3ccc(C)o3)C(=O)N2CC(C)C)cc1	-4	1	-0.4	1	1.1	-0.2	-89	-1	89*	92
COc1ccc(/C=C/C(=O)NC(=S)N2CCN(c3ccccn3)CC2)cc1OC	1	7	0.1	1	1.1	-0.1	-2	5	2	102
CCOC(=O)C1=C(CN2CCCCCC2)NC(=O)NC1c1cccc([N+](=O)[O-])c1 (stereo unspecified)	-8	12	-0.4	1	1.1	-10	-6	0	6	97

(further entries)
mol	Efa HMGR inh	G6PDH counter	Hsp70 act	FLuc act counter	NF-kB neuron act	Redox H2O2 prof	APP 5'UTR act	FLuc inh counter	APP 5UTR inh	STAT1 activator
O=C(NC1CCCCC1)N1CCCC(CNS(=O)(=O)Cc2ccccc2)C1 (stereo unspecified)	0	6	-0.4	1.1	1.4	-1.2	12	-5	-12	93
Cc1[nH]nc2c1/C(=N\O)CCC2	0	3	0.0	1	1.2	-0.7	3	-4	-3	101
Cc1cc(C)c(S(=O)(=O)n2cnc3ccccc32)c(C)c1	-1	-5	-0.2	1	1.1	0.2	-1	2	1	106
Cc1ccc(C(=O)n2nc(-n3cccc3)c3c(C)cc(C)nc32)cc1	-10	2	-0.3	1.1	1.3	-0.9	2	-9	-2	100
CCOC(=O)N1CCN(C(=O)c2cc(OCC)c(OCC)c(OCC)c2)CC1	-4	5	-0.3	1.1	1.1	-0.9	-1	-8	1	101

Source: PubChem
